AHR activator: activators of human aryl hydrocarbon receptor | P35869 | hit rate 2.5% among 320,000 | activation, % at 5 µM | AHR-responsive luciferase reporter cells, luminescence; in the data active = activation above about 47%;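 also: 0% = vehicle wells and 100% = reference agonist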
MEP2 TOR yeast: yeast TOR pathway MEP2-GFP modulation. S. cerevisiae MEP2-GFP strain, flow cytometry GFP, 3 h; 100% = DMSO control level. GFP response vs DMSO, % at 10 µM. hit rate 0.51% among 330,000;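 active = GFP response versus DMSO above a set limit, roughly screen mean plus 3 SD, cut at about 180% in these data; inconclusive = fewer than 70 cells counted for a yeast strain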;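 also: median GFP fluorescence of the barcode-gated MEP2-GFP cells per well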
proCasp3 act: activates human procaspase-3; hit rate 0.11% among 330,000; activation, % at 8.5 µM; P42574; recombinant procaspase-3 D3A, Ac-DEVD-pNA absorbance 405 nm;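 active = activation above the mean of all tested compounds plus 3 SD, cut at about 21% in these data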;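 also: 0% = DMSO alone and 100% = DMSO wells spiked with extra 5 µM PC-3 D3A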
Target sequence (P42574 whole entry D9A/D28A/D175A): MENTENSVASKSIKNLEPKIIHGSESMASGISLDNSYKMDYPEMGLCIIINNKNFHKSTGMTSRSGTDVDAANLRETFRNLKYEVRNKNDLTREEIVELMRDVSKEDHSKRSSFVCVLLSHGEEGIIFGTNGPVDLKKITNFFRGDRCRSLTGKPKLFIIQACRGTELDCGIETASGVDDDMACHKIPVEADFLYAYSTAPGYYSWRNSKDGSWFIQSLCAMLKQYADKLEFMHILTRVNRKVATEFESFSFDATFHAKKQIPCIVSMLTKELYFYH
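assay system = Procaspase-3 D3A mutant | signal = absorbance at 405 nm, 0 and 120 min | times = 1 h preincubation plus 2 h reaction at 25 °C | repeats = single replicate | read-out = % activation between DMSO and enzyme-spiked controls | medium = Zinc-free HEPES saline buffer with Triton X-100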
procasp7 counter: counter-screen: procaspase-7 (human) activation; hit rate 0.093% among 330,000; P55210; recombinant procaspase-7, Ac-DEVD-pNA absorbance 405 nm; D23A/D198A/D206A triple mutant, cannot self-cleave; scale: DMSO 0, 5 µM enzyme 100; activation, % at 8.5 µM;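 active = percent activation above the screen-wide mean plus 3 SD, cut at about 25% in these data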
Target sequence (P55210 whole entry D23A/D198A/D206A): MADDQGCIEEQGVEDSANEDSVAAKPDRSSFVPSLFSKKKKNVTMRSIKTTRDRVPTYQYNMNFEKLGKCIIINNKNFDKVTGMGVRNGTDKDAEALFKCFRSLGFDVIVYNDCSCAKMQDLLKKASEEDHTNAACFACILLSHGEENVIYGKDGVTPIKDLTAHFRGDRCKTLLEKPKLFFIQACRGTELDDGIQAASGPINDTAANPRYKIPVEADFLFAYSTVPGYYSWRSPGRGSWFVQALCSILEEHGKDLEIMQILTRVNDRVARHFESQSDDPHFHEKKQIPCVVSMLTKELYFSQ
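Test system: Procaspase-7 triple mutant (PC-7 D3A). Also added: Ac-DEVD-pNA substrate, 400 µM as added. Schedule: 1 h enzyme–compound preincubation and 2 h substrate reaction, both 25 °C. Signal: p-Nitroaniline absorbance at 405 nm, read at 0 and 120 min. Control set: low DMSO alone, high DMSO plus 5 µM PC-7.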
RPL19A TOR yeast: alters RPL19A-GFP fluorescence in TOR pathway yeast screen. AID 2025. percent response vs DMSO, % at 10 µM. hit rate 0.3% among 330,000. S. cerevisiae RPL19A-GFP strain, flow cytometry, 3 h; stronger effect = lower value;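 active = percent response vs DMSO below 50%; inconclusive = fewer than 70 events counted for the yeast strain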;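 also: median channel GFP fluorescence of the barcoded RPL19A-GFP strain; ratio of sample median GFP to plate DMSO average so 100% = DMSO; lower means less RPL19A-GFP as with rapamycin TOR inhibition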
LAP4 TOR yeast: yeast TOR pathway LAP4-GFP modulation. S. cerevisiae LAP4-GFP multiplex, flow cytometry GFP, 3 h; median GFP as percent of DMSO wells. GFP response vs DMSO, % at 10 µM. hit rate 0.34% among 320,000. AID 2023;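 active = GFP response vs DMSO above a set limit, about the screen mean plus 3 SD, cut at about 150% in these data; inconclusive = under 70 cell events counted for the yeast strain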
CIT2-GFP yeast: modulators of TOR pathway CIT2-GFP in S. cerevisiae. S. cerevisiae CIT2-GFP strain, flow cytometry, 3 h; 100 means same as DMSO wells. GFP response vs DMSO, % at 10 µM. hit rate 0.065% among 320,000. AID 2029;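 active = GFP response relative to DMSO above a set limit, near the screen mean plus 3 SD, cut at about 150% in these data; inconclusive = Fewer than 70 cells measured for a yeast strain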;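 also: ratio of well median GFP fluorescence to mean of DMSO wells on the plate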
AGP1-GFP MLPCN: alters AGP1-GFP fluorescence in TOR pathway yeast screen; S. cerevisiae AGP1-GFP multiplex flow cytometry, 3 h; GFP as percent of DMSO wells; GFP response vs DMSO, % at 10 µM; hit rate 0.02% among 320,000; AID 2066;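 active = GFP response relative to DMSO above a set limit, near screen average plus 3 SD, cut at about 150% in these data; inconclusive = fewer than 70 cells counted for the yeast strain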;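 also: median GFP channel fluorescence of the gated AGP1 strain per well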
* marks the source's active call; other numbers are inactive results; ? = inconclusive; nt = no result given; [ ] = another dose, or the depositor's remark.

# | molecule | procasp7 counter | AHR activator | CIT2-GFP yeast | RPL19A TOR yeast | proCasp3 act | MEP2 TOR yeast | AGP1-GFP MLPCN | LAP4 TOR yeast
1 | O=C(CC1C[C@H](C(=O)N2CCCCC2)[C@@]2(CCc3ccccc3)c3[nH]c4ccccc4c3CCN2C1=O)NCc1ccco1 (some centres not stated) | 16 | 1 | 86 | 88 | 2 | 87 | 95 | 86
2 | Cc1cc[n+](CC(=O)c2ccc3c(c2)OCCO3)cc1 | -6 | -1 | 102 | 101 | 5 | 107 | 108 | 98
3 | C=CCn1c(SCC(=O)c2ccc(Br)cc2)nnc1C(C)NC(=O)Cc1ccc(OC)cc1 (configuration not stated) | -9 | -4 | 104 | 100 | 10 | 97 | 103 | 96
4 | Fc1ccc(NC(=S)N2CCCN(c3ccc(C(F)(F)F)cn3)CC2)c(F)c1 | 1 | -7 | 89 | 108 | -7 | 103 | 95 | 108
5 | Cc1cc(C)cc(Cn2ncc(Cl)c(Cl)c2=O)c1 | -9 | 1 | 95 | 100 | -5 | 92 | 107 | 113
6 | CC(C)CC(NC(=O)C1CCC(C)CC1)C(=O)N1CCN(c2ccccn2)CC1 (configuration not stated) | 5 | 1 | 98 | 99 | 10 | 98 | 104 | 101
7 | Cc1ccc(C(=O)NC(C)c2ccc(F)cc2)cc1 (configuration not stated) | 2 | 0 | 94 | 103 | 2 | 101 | 98 | 100
8 | Cc1ccc(S(=O)(=O)/C(C#N)=C/c2c[nH]c3ccccc23)cc1 | -24 | 25 | 89 | 99 | -19 | 99 | 95 | 115
9 | CC(C)(C)N(Cc1cc2ccccc2[nH]c1=O)C(=O)c1cccc([N+](=O)[O-])c1 | 9 | 3 | 106 | 106 | 1 | 108 | 101 | 98
10 | CCN1CCC(NC(=O)c2cc(OC)c(OC)cc2OC)CC1 | 5 | -1 | 94 | 101 | -6 | 104 | 97 | 101
11 | CC(=O)c1cccc(NC(=O)c2csc(-n3nc(C)cc3C(F)(F)F)n2)c1 | 1 | 3 | 114 | 103 | -4 | 110 | 107 | 110
12 | Cc1cc(C)nc(NC(=O)CSc2nc3ccccc3o2)n1 | 6 | 6 | 98 | 96 | -1 | 100 | 99 | 103
13 | CCOC(=O)c1sc(Nc2nc(C)cc(OC)n2)nc1C | 8 | 11 | 95 | 98 | 14 | 96 | 94 | 113
14 | CC(=O)N1CCN(c2nc(-c3ccco3)c3c(c2C#N)CC(C)(C)SC3)CC1 | -14 | -4 | 92 | 96 | -1 | 105 | 98 | 111
15 | Cc1csc(NC(=O)CSc2nnc(-c3ccc(Cl)cc3)n2N)n1 | 1 | 3 | 101 | 98 | 10 | 98 | 98 | 99
16 | COC(=O)CSc1[nH]c2ccc(Br)cc2c1[N+](=O)[O-] | 0 | 0 | 92 | 99 | 0 | 94 | 105 | 113
17 | COc1cc(C)c(C(C)C)cc1S(=O)(=O)n1ccnc1 | 3 | 1 | 98 | 97 | -1 | 99 | 95 | 90
18 | CCCc1cc(=O)oc2c(C)c(OCC(=O)NCCCn3ccnc3)ccc12 | 2 | 32 | 99 | 105 | -1 | 101 | 101 | 93
19 | Cc1ccccc1-c1nc(CS(=O)(=O)CC(=O)N(C)C2CCCCC2)c(C)o1 | 6 | -3 | 95 | 93 | -2 | 96 | 97 | 104
20 | CCn1cc(CNC(=O)CCc2ccc(OC)cc2)cn1 | 0 | 0 | ? | ? | 4 | ? | ? | ?
21 | NC(=O)c1ccc(NC(=O)CCc2nc3ccccc3s2)cc1 | -3 | 12 | 111 | 111 | -4 | 107 | 116 | 113
22 | O=C(Nc1cccnc1)C1(c2ccccc2)CCCC1 | -1 | 1 | 94 | 101 | 2 | 106 | 97 | 104
23 | CC(=O)c1ccc(-c2ccc(/C=C(/Sc3n[nH]c(C)n3)C(=O)O)o2)cc1 | -9 | 28 | 102 | 96 | -3 | 98 | 103 | 94
24 | COc1ccc(C(=O)NC(=S)Nc2ccc3[nH]c(=O)[nH]c3c2)cc1 | -7 | 9 | 105 | 106 | -5 | 109 | 104 | 98
25 | CC(C)n1nc(C(=O)Nc2nnc(SCc3c(Cl)cccc3Cl)s2)c2ccccc2c1=O | 0 | -4 | 105 | 102 | 1 | 104 | 96 | 98
26 | Cc1cnc(C(=O)Oc2ccc(-c3ccccc3)cc2)cn1 | 4 | 29 | 90 | 97 | 4 | 96 | 91 | 92
27 | Cc1onc(-c2c(Cl)cccc2Cl)c1C(=O)N1CCN(c2ccccc2F)CC1 | -2 | 0 | 98 | 100 | -10 | 100 | 97 | 99
28 | COc1ccc(C2C(C(=O)OCC(=O)Nc3ccc(C)cc3)CCC(=O)N2c2ccc(OC)cc2)cc1 (configuration not stated) | 2 | -2 | 106 | 99 | -2 | 102 | 108 | 104
29 | CCCCNc1c(-c2ccc(SC3CCCCC3)cc2)nc2ccccn12 | 14 | 9 | 72 | 88 | 17 | 91 | 84 | 149
30 | Cc1cc(C)c(C(=O)Cn2cnc3cc([N+](=O)[O-])ccc3c2=O)cc1C | 4 | -1 | 87 | 105 | -17 | 196* | 27 | 90
31 | CC1CC(C)CN(C(=O)CSc2nnc(N)s2)C1 (configuration not stated) | 2 | 1 | 100 | 114 | -4 | 94 | 101 | 83
32 | COC(=O)[C@@H](Cc1c[nH]c2ccccc12)NC(=O)c1cc(=O)[nH]c2ccccc12 | -11 | 3 | 109 | 91 | 5 | 94 | 104 | 101
33 | COC(=O)CCCCC1SCC(NC(=O)OC)C1NC(=O)OC (configuration not stated) | 1 | 2 | 104 | 108 | 1 | 147 | 110 | 118
34 | CCNC(=O)CN(c1ccccc1)S(=O)(=O)c1ccc(Cl)cc1 | 1 | 3 | 100 | 96 | 0 | 94 | 99 | 103
35 | Nc1cc(=O)nc(SCC(=O)N2CCN(c3ccccc3)CC2)n1-c1ccccc1 | 1 | -1 | 99[may fluoresce green] | 103[may fluoresce green] | 7 | 105[may fluoresce green] | 104[may fluoresce green] | 98[may fluoresce green]
36 | S=C1NC(c2ccccc2)=CC(c2ccccc2)N1 (configuration not stated) | -5 | 2 | 101 | 92 | -3 | 92 | 117 | 105
37 | CCOC(=O)c1ccc(NC(=O)Cn2c(-c3nonc3N)nc3ccccc32)cc1 | -4 | 2 | 87 | 90 | -4 | 88 | 87 | 92
38 | O=C1/C(=C/c2cccs2)SC(=S)N1NS(=O)(=O)c1ccccc1 | -3 | 2 | 83 | 98 | -13 | 96 | 92 | 104
39 | COc1ccc(C(=O)N2CCCN(C)CC2)cc1S(=O)(=O)N(C)Cc1ccccc1 | 13 | -1 | 95 | 92 | -2 | 97 | 102 | 102
40 | CC1Cc2cc(/C(O)=C3/C(=O)C(=O)N(CCN4CCOCC4)C3c3ccc(C(C)C)cc3)ccc2O1 (configuration not stated) | -8 | 1 | 98 | 100 | -32 | 97 | 101 | 103

Reprinted from the part before: 4 compounds, then new ones.
# | molecule | procasp7 counter | AHR activator | CIT2-GFP yeast | RPL19A TOR yeast | proCasp3 act | MEP2 TOR yeast | AGP1-GFP MLPCN | LAP4 TOR yeast
37 | CCOC(=O)c1ccc(NC(=O)Cn2c(-c3nonc3N)nc3ccccc32)cc1 | -4 | 2 | 87 | 90 | -4 | 88 | 87 | 92
38 | O=C1/C(=C/c2cccs2)SC(=S)N1NS(=O)(=O)c1ccccc1 | -3 | 2 | 83 | 98 | -13 | 96 | 92 | 104
39 | COc1ccc(C(=O)N2CCCN(C)CC2)cc1S(=O)(=O)N(C)Cc1ccccc1 | 13 | -1 | 95 | 92 | -2 | 97 | 102 | 102
40 | CC1Cc2cc(/C(O)=C3/C(=O)C(=O)N(CCN4CCOCC4)C3c3ccc(C(C)C)cc3)ccc2O1 (configuration not stated) | -8 | 1 | 98 | 100 | -32 | 97 | 101 | 103
41 | COC(=O)C1=C(C)N(c2ccc(OC)c(OC)c2)C(=O)/C1=C\c1ccco1 | -14 | -1 | 94 | 103 | -12 | 103 | 95 | 93
42 | CC(C)Cc1nc(N2CCOCC2)c(C#N)c2c1COC(C)(C)C2 | 1 | 0 | 101 | 92 | 3 | 100 | 99 | 109
43 | CCOCCCNC(=O)CN1C(=O)c2ccccc2Sc2ncccc21 | 7 | 3 | 100 | 102 | 5 | 108 | 96 | 88
44 | Clc1ccc(-c2nnc(N3CCCC3)nn2)cc1 | -4 | 8 | 88 | 91 | 0 | 93 | 81 | 109
45 | O=c1nc(SCc2c(F)cccc2Cl)nc(-c2ccccc2)[nH]1 | 1 | 1 | nt | 105 | -5 | 94 | nt | nt
46 | O=C(Nc1ncn[nH]1)c1ccccc1Br | -5 | -1 | ? | 48*[may fluoresce violet] | -3 | 185*[may fluoresce violet] | ? | 88[may fluoresce violet]
47 | CCOC(=O)COc1cc(N)c(Cl)cc1Cl | -1 | 8 | 95 | 97 | 0 | 107 | 102 | 106
48 | CCOc1ccc(N2C(=O)c3cccnc3C2Nc2ccc(C)c(C)c2)cc1 (configuration not stated) | 0 | 2 | 96 | 102 | 4 | 110 | 102 | 110
49 | Oc1ccc(Cl)cc1C1=NNC(c2cc(Br)cc3c2OCOC3)C1 (configuration not stated) | -3 | 30 | 91 | 98 | -14 | 100 | 98 | 102
50 | O=C1CC(c2ccc(Cl)cc2)c2c(O)cc(O)cc2O1 (configuration not stated) | -7 | 3 | 107 | 104 | 0 | 107 | 104 | 98
51 | CC#C[C@]1(O)CC[C@H]2[C@@H]3CCC4=CC(=O)CCC4=C3[C@@H](c3ccc(N(C)C)cc3)C[C@@]21C | 2 | 4 | 83 | 91 | -5 | 90 | 82 | 120
52 | COc1ccc(CN2C(=O)c3cccnc3C2=O)cc1S(=O)(=O)N1CC(C)CC(C)C1 (configuration not stated) | -3 | 2 | 104 | 103 | 2 | 114 | 106 | 100
53 | CC(C)Cn1c(SC(C)C(=O)Nc2ccc(N3CCOCC3)cc2)nc2ccccc21 (configuration not stated) | 4 | 17 | 88 | 94 | -8 | 99 | 95 | 100
54 | COC(=O)Cc1c(CSc2ccccc2)oc2ccc(O)c(CN(C)C)c12 | 16 | 3 | 109 | 108 | 3 | 112 | 106 | 91
55 | O=C(CN1C(=O)S/C(=C\C=C\c2ccccc2)C1=O)Nc1cccc(O)c1 | -9 | 1 | 100 | 100 | 2 | 104 | 103 | 100
56 | CC(C)C(=O)N1CCC(c2nc(-c3ccc(S(=O)(=O)N4CCCC4)cc3)no2)CC1 | 9 | 1 | 95 | 96 | 0 | 95 | 94 | 92

Whole records, looked up by structure. Order of screens: procasp7 counter | AHR activator | CIT2-GFP yeast | RPL19A TOR yeast | proCasp3 act | MEP2 TOR yeast | AGP1-GFP MLPCN | LAP4 TOR yeast
O=c1nc(SCc2c(F)cccc2Cl)nc(-c2ccccc2)[nH]1 as listed: 1 | 1 | nt | 105 | -5 | 94 | nt | nt
CC#C[C@]1(O)CC[C@H]2[C@@H]3CCC4=CC(=O)CCC4=C3[C@@H](c3ccc(N(C)C)cc3)C[C@@]21C as listed: 2 | 4 | 83 | 91 | -5 | 90 | 82 | 120
